Compound activity deposited in PubChem BioAssay by several laboratories.
CCHFV vOTU inh: blocks the CCHF virus ovarian tumor domain protease. CCHFV vOTU protease, Pep-AMC fluorescence. inhibition, % at 11.5 µM. hit rate 0.55% among 370,000. AID 651958; in the data active = inhibition above about 30%; also: 0% = vehicle wells with enzyme and 100% = no enzyme wells
MazEF act: increases E. coli MazEF RNase cleavage of RNA; P0AE70; FAM/BHQ RNA-DNA oligo cleavage fluorescence, 5 h; activation, % at 20 µM; hit rate 0.32% among 350,000; AID 504720; in the data active = activation above about 50%
Target sequence (P0AE70 whole entry, looked up): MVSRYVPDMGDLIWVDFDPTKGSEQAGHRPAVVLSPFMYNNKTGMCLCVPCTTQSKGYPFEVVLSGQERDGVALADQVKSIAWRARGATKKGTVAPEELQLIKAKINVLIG
DUSP3 inh: blocks human VHR1 dual specificity phosphatase. hit rate 0.52% among 290,000. AID 1654. recombinant VHR phosphatase, pNPP absorbance. P51452. inhibition, % at 13.3 µM; in the data active = inhibition above about 50%; also: some compounds called inactive have numbers as strong as hits
Target sequence (P51452 whole entry, looked up): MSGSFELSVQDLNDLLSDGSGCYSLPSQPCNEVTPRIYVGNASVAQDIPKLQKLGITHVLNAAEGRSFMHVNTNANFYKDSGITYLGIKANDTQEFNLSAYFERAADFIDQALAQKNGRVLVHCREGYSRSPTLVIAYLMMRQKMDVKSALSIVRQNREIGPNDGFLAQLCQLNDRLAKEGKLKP
UGM FP inh: Mtb UDP-galactopyranose mutase inhibition. P9WIQ1. purified UGM, fluorescence polarization probe displacement. inhibition, % at 10 µM. hit rate 0.06% among 320,000. AID 504406; in the data active = inhibition above about 10%, passing the limit was not always enough
Target sequence (P9WIQ1 whole entry, looked up): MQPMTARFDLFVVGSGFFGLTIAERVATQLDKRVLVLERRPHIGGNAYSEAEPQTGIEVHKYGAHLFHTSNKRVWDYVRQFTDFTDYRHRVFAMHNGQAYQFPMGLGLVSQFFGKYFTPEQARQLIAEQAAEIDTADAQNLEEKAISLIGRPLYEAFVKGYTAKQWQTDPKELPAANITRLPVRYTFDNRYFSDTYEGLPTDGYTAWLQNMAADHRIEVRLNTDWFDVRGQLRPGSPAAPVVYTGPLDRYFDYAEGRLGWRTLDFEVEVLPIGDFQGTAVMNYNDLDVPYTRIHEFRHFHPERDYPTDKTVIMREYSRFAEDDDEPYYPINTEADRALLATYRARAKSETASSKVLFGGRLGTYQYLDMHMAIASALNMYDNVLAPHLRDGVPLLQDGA
Mtb BioA inh: BioA (M. tuberculosis) enzyme inhibition | inhibition, % at 9.99 µM | purified M. tuberculosis BioA enzyme, plate reader | hit rate 0.096% among 360,000; in the data active = inhibition above about 40%
BoNT-F LC inh: blocks Botulinum neurotoxin F light chain protease. Multiplex microsphere protease cleavage assay, flow cytometry. inhibition, % at 10 µM. hit rate 0.22% among 360,000; in the data active = inhibition above about 35%, passing the limit was not always enough; also: plate controls were buffer without enzyme for full effect and enzyme alone for no effect
Rv3671c inh: inhibits the M. tuberculosis serine protease Rv3671c. P9WHR9. inhibition, % at 5.96 µM. hit rate 0.048% among 320,000; in the data active = inhibition above about 38%;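 also: extracellular domain of Rv3671c used as enzyme; 0% = enzyme with DMSO and 100% = no enzyme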
The depositor's hits bear a star; x = not tested or not shown. These rows are one share of the data; rates above refer to the full screens.

SMILES | CCHFV vOTU inh | MazEF act | DUSP3 inh | UGM FP inh | Mtb BioA inh | BoNT-F LC inh | Rv3671c inh
CCc1nc(SCc2nnc(-c3ccc(C)cc3)o2)c2c(C)c(C)sc2n1 | x | -4 | x | -0.8 | x | x | 1
O=C(O)c1cc(O)c2c(c1)[C@@H]([C@H]1c3cc(C(=O)O)cc(O)c3C(=O)c3c(O[C@@H]4O[C@H](CO)[C@@H](O)[C@H](O)[C@H]4O)cccc31)c1cccc(O[C@@H]3O[C@H](CO)[C@@H](O)[C@H](O)[C@H]3O)c1C2=O | x | -37 | x | -0.6 | x | x | 71*
CC(C)=CCc1c(-c2ccc(O)cc2O)oc2cc3c(c(O)c2c1=O)C=CC(C)(C)O3 | x | -5 | x | 0.7 | x | x | -30
C[C@@H]1CCCCCCCCC(=O)OCCN(C(=O)OC(C)(C)C)[C@H](C)CCCCCCCCC(=O)OCCN(C(=O)OC(C)(C)C)[C@H](C)CCCCCCCCC(=O)OCCN1C(=O)OC(C)(C)C | x | 6 | x | -4.1 | x | x | 2
Cc1cccc2c1Sc1ccc(Cl)cc1CC2N1CCNCC1 (configuration not stated) | x | 10 | x | 1.5 | x | x | 3
Cn1c(SCC(=O)Nc2ccc(N3CCOCC3)c(Cl)c2)nnc1-c1ccccc1 | x | 10 | x | 1.4 | x | x | -2
C=C1C(O)[C@@H]2O[C@]3(CC[C@H](/C=C/C(C)[C@@H]4CC(C)=CC5(O[C@H](C[C@@](C)(O)CO)CCC5O)O4)O3)CC[C@H]2O[C@@H]1C(O)CC(C)[C@H]1OC2(CCCCO2)CCC1C (some centres not stated) | x | 4 | x | -6.3 | x | x | 3
O=C1N[C@H](Cc2ccccc2)C(=O)N[C@H]1Cc1cn(S(=O)(=O)c2ccccc2)c2ccccc12 | x | -1 | x | 1.0 | x | x | -3
O=C1N[C@@H](Cc2ccccc2)C(=O)N2[C@H]3Nc4ccccc4[C@@]3([C@]34C[C@H]5C(=O)N[C@@H](Cc6ccccc6)C(=O)N5[C@H]3Nc3ccccc34)C[C@@H]12 | x | -6 | x | 1.4 | x | x | -3
COC(=O)c1ccc(COc2ccc3c(C)c(C)c(=O)oc3c2C)o1 | x | 19 | 25 | x | -0.8 | x | x
Cc1ccc2c(c1)-n1c(nc3cc(F)ccc3c1=O)C(Cc1ccccc1)NC2=O (configuration not stated) | 10 | x | x | -0.6 | x | x | x
Cc1ccc(NC(=O)c2cccc(S(=O)(=O)Nc3c(C)n(C)n(-c4ccccc4)c3=O)c2)cc1C | 15 | 0 | x | x | x | x | x
Cc1onc(-c2c(F)cccc2Cl)c1C(=O)Nc1cccc(S(=O)(=O)N2CCCCC2)c1 | -3 | 0 | x | x | x | x | x
CC[n+]1c(/C=C/c2c[nH]c3ccccc23)ccc2cc(C)ccc21 | 34* | -101 | 33 | x | x | x | x
Oc1ccc(CN2CCC(Cc3ccccc3)CC2)c2cccnc12 | -8 | -1 | 40 | x | x | x | x
O=[N+]([O-])c1ccc(Sc2nnnn2-c2ccccc2)nc1 | -1 | 0 | 27 | x | x | x | x
O=C1NC(Cc2ccccc2)c2nc3ccc(Cl)cc3c(=O)n2-c2ccccc21 (configuration not stated) | -6 | x | x | -1.0 | x | x | -3
Cc1ccc2nc3n(c(=O)c2c1)-c1ccccc1C(=O)NC3Cc1ccccc1 (configuration not stated) | 0 | x | x | -1.2 | x | x | 1
COc1ccc(CN2[C@@H](CC(=O)O)c3ccc(C(F)(F)F)cc3S2(=O)=O)cc1 | 6 | x | x | 3.6 | x | x | -2
O=C([O-])c1cc(-c2ccccc2)cc(-c2ccccc2)[n+]1Cc1ccccc1 | 12 | x | x | 0.7 | x | x | -6
O=C1NC(Cc2ccc(O)cc2)c2nc3ccccc3c(=O)n2-c2ccccc21 (configuration not stated) | 11 | x | x | -0.8 | x | x | 0
COc1ccc(NS(=O)(=O)c2ccc(NN=Cc3ccc(C(=O)O)cc3)c([N+](=O)[O-])c2)cc1 | 18 | x | x | 2.7 | x | x | 11
CC(C)CC1NC(=O)c2ccc(Cl)cc2-n2c1nc1cc(F)ccc1c2=O (configuration not stated) | 13 | x | x | -2.7 | x | x | -10
O=C1NC(Cc2ccc(O)cc2)c2nc3ccc(Cl)cc3c(=O)n2-c2cc(Cl)ccc21 (configuration not stated) | -4 | x | x | -1.1 | x | x | -8
O=C1NC(Cc2ccccc2)c2nc3ccc(Cl)cc3c(=O)n2-c2ccc(Cl)cc21 (configuration not stated) | -1 | x | x | -1.0 | x | x | -13
COCCN1C(=O)CCC1(C)c1nnnn1Cc1ccccc1 (configuration not stated) | 15 | x | x | x | x | -1 | x
C[C@@H](c1ccccc1)N1C[C@@H](COCc2ccccc2)Oc2cc(N3CC[C@@H](O)C3)ccc2S1(=O)=O | 9 | x | x | x | x | -11 | x
Cc1ccc([C@@]2(OC(=O)c3ccccc3)C(=O)N(C(=O)OC(C)(C)C)c3ccccc32)cc1 | -4 | x | x | x | x | 5 | x
COc1ccccc1C(=O)NCCN1CCC(n2c(=O)[nH]c3ccccc32)CC1 | 15 | x | x | x | x | 0 | x
COC(=O)[C@]12CCCCC=C1N(Cc1ccc(Cl)cc1Cl)C(=O)[C@H](CC(=O)NCCC(C)C)C2 | 18 | x | x | x | x | 0 | x
CCOC(=O)[C@]12CCC=C1N(Cc1ccc(Cl)cc1Cl)C(=O)[C@H](CC(=O)N1CCC(c3ccccc3)CC1)C2 | 10 | x | x | x | x | -7 | x
COc1ccc(CCN2C(=O)CCC2(C)c2nnnn2-c2ccc3c(c2)OCCO3)cc1OC (configuration not stated) | 3 | x | x | x | x | 4 | x
CCCCCCCCN1C(=O)[C@H](CC(=O)N2CCCC2)C[C@@]2(C(=O)OCC)CCCC=C12 | 34* | x | x | x | x | -2 | x
CCOC(=O)[C@]12Cc3cc(C)ccc3[C@H]1N(CCC(=O)OC)C(=O)c1cc(OC)ccc12 | -5 | x | x | x | x | -9 | x
CCOC(=O)[C@]12CCC=C1N(Cc1cccc3ccccc13)C(=O)[C@H](CC(=O)N1CCSCC1)C2 | 17 | x | x | x | x | 0 | x
CCCCn1nnnc1C(c1ccccc1)N1CCN(c2c(Cl)cncc2Cl)CC1 (configuration not stated) | 27 | x | x | x | x | -1 | x
COC(=O)[C@@]1(Cc2ccc(F)cc2)[C@H]2c3cc(C(=O)N4CCCC4)n(CCSCCO)c3C[C@H]2CN1C(=O)c1ccccc1 | 9 | x | x | x | x | -4 | x
CCOC1CCCc2oc(-c3ccc(N(C)C)cc3)c(C(=O)OC)c21 (configuration not stated) | -25 | x | x | x | x | 0 | x
COCCCN1C(=O)C(CC(=O)NCCN2CCOCC2)CC(C(=O)N2CCCCCC2)=C1C (configuration not stated) | -5 | x | x | x | x | -11 | x
CCCc1c(-c2ccc(F)cc2)ncn1Cc1ccccc1OC | 14 | x | x | x | x | -7 | x
CCCc1c(-c2ccccc2F)ncn1CCc1ccccc1OC | 29 | x | x | x | x | -4 | x
CCCCOCCCNC(=O)C[C@@H]1C[C@@]2(C(=O)OCC)CCCC=C2N(Cc2ccco2)C1=O | 20 | x | x | x | x | 3 | x
CCCCC1Cc2[nH]c(=S)[nH]c(=O)c2C(c2ccc(C(C)C)cc2)O1 (configuration not stated) | 0 | x | x | x | x | -4 | x
CC(C)CCN1C(=O)c2ccccc2C1c1nnnn1C(C)C (configuration not stated) | 1 | x | x | x | x | 3 | x
C[n+]1cccc(NC(=O)c2ccccc2)c1 | -8 | x | x | x | x | 2 | x
CC1=C(C(=O)N2CCCCCC2)CC(CC(=O)NCCCN(C)C)C(=O)N1CCCN1CCCC1=O (configuration not stated) | 6 | x | x | x | x | 6 | x
CC1=C(C(=O)N2CCCCCC2)CC(CC(=O)NCCc2ccccn2)C(=O)N1CCC1=CCCCC1 (configuration not stated) | -3 | x | x | x | x | 5 | x
COc1ccc(CN2C(=O)c3ccccc3C2c2nnnn2C(C)C)cc1 (configuration not stated) | 3 | x | x | x | x | 4 | x
CCOC(=O)c1cc2ccccc2n1C1CCN(Cc2ccccc2)CC1 | 8 | x | x | x | x | -8 | x
O=C1NC[C@@H](CCCCN2CCN(CCc3ccccc3)C(=O)C2=O)N(CC2CCCCC2)C1=O | 5 | x | x | x | x | 7 | x

(continued)
SMILES | CCHFV vOTU inh | MazEF act | DUSP3 inh | UGM FP inh | Mtb BioA inh | BoNT-F LC inh | Rv3671c inh
CCc1nc2nc(C)cc(C)n2c1Nc1ccc(OC)cc1 | -4 | x | x | x | x | -14 | x
CC(C)C[C@@H](COCc1cccc(C(F)(F)F)c1)N1CCN(C(=O)c2ccc(C(F)(F)F)cc2)CCC1=O | 39* | x | x | x | x | -1 | x
COc1cccc(CNC(=O)[C@@H]2CCCN2C(=O)[C@@H]2CCCN2C(=O)c2cccc3ccccc23)c1 | -1 | x | x | x | x | -6 | x
CCOC(=O)[C@]12Cc3ccccc3[C@H]1N(Cc1ccccc1)C(=O)c1cc(OC)ccc12 | -3 | x | x | x | x | 1 | x
CCCCCCn1cc(CN2CC(N(C)CCC)CS2(=O)=O)nn1 (configuration not stated) | -3 | x | x | x | x | -6 | x
CCOC(=O)[C@]12Cc3c(cc(OC)c(OC)c3OC)[C@H]1N(C1CCCCC1)C(=O)c1cc(OC)ccc12 | 2 | x | x | x | x | -8 | x
CC(C)C[C@@H](CN1CCCC1CN1C(=S)NC[C@@H]1Cc1ccccc1)N1C[C@H](Cc2ccccc2)N(CC2CCCCCC2)C1=S (some centres not stated) | 4 | x | x | x | x | -13 | x
Cc1cccc(COC[C@H](Cc2ccccc2)N2CCN(C(=O)c3cccc(C)c3)CCC2=O)c1 | 15 | x | x | x | x | 3 | x
CCOc1cc(OCC)cc(C(=O)N2CCC[C@@H]2C(=O)N2CCC[C@H]2C(=O)NCc2ccncc2)c1 | -1 | x | x | x | x | -8 | x
COc1ccc(CN2C(=O)c3ccccc3C2(C)c2nc3ccccc3[nH]2)cc1 (configuration not stated) | 2 | x | x | x | x | 0 | x
Cc1cccc(C)c1NC(=O)C1c2ccccc2OCC(=O)N1CC(F)(F)F (configuration not stated) | -6 | x | x | x | x | 9 | x
CCCCC1Cc2[nH][nH]c(=O)c2C(c2ccc(Cl)cc2)O1 (configuration not stated) | 4 | x | x | x | x | -8 | x
COC(=O)[C@@]1(Cc2ccc(F)cc2)[C@H]2c3cc(C(=O)N(C)C)n(C)c3C[C@H]2CN1C(=O)c1ccccc1 | 0 | x | x | x | x | -6 | x
CC(C)[C@@H]1Cc2[nH]c(=S)[nH]c(=O)c2[C@H](CCc2ccccc2)O1 | 14 | x | x | x | x | -1 | x
COC(=O)[C@@H]1N=C(c2ccc(OC)cc2)O[C@]12C(=O)N(C)c1ccc(Cl)cc12 | 2 | x | x | x | x | -6 | x

In the list so far, these have fluorine.
SMILES | CCHFV vOTU inh | MazEF act | DUSP3 inh | UGM FP inh | Mtb BioA inh | BoNT-F LC inh | Rv3671c inh
Cc1ccc2c(c1)-n1c(nc3cc(F)ccc3c1=O)C(Cc1ccccc1)NC2=O (configuration not stated) | 10 | x | x | -0.6 | x | x | x
Cc1onc(-c2c(F)cccc2Cl)c1C(=O)Nc1cccc(S(=O)(=O)N2CCCCC2)c1 | -3 | 0 | x | x | x | x | x
COc1ccc(CN2[C@@H](CC(=O)O)c3ccc(C(F)(F)F)cc3S2(=O)=O)cc1 | 6 | x | x | 3.6 | x | x | -2
CC(C)CC1NC(=O)c2ccc(Cl)cc2-n2c1nc1cc(F)ccc1c2=O (configuration not stated) | 13 | x | x | -2.7 | x | x | -10
COC(=O)[C@@]1(Cc2ccc(F)cc2)[C@H]2c3cc(C(=O)N4CCCC4)n(CCSCCO)c3C[C@H]2CN1C(=O)c1ccccc1 | 9 | x | x | x | x | -4 | x
CCCc1c(-c2ccc(F)cc2)ncn1Cc1ccccc1OC | 14 | x | x | x | x | -7 | x
CCCc1c(-c2ccccc2F)ncn1CCc1ccccc1OC | 29 | x | x | x | x | -4 | x
CC(C)C[C@@H](COCc1cccc(C(F)(F)F)c1)N1CCN(C(=O)c2ccc(C(F)(F)F)cc2)CCC1=O | 39* | x | x | x | x | -1 | x
Cc1cccc(C)c1NC(=O)C1c2ccccc2OCC(=O)N1CC(F)(F)F (configuration not stated) | -6 | x | x | x | x | 9 | x
COC(=O)[C@@]1(Cc2ccc(F)cc2)[C@H]2c3cc(C(=O)N(C)C)n(C)c3C[C@H]2CN1C(=O)c1ccccc1 | 0 | x | x | x | x | -6 | x
